Screening results from PubChem.
MEX-5 binding – MEX-5 zinc finger RNA-binding disruptors – biochemical, C. elegans, fluorescence polarization, MLPCN library, primary screen; AID 1832, 2009; activity score (negative = inhibition of binding), % at 10 µM; hit rate 0.38% among 300,000; MEX-5/FITC-TCR2 RNA binding; active compounds read low; Zinc finger protein mex-5 (Caenorhabditis elegans), Q9XUB2;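 active = inhibition past about -25% in most replicates, and total fluorescence under double the plate's negative control median, limit read from the data; inconclusive = replicates evenly split on the limit, or fluorescence at least double controls; inactive = too little inhibition in most replicates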;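 also: 0% = DMSO and -100% = 5 µM competing unlabeled TCR2 RNA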
GSTO1 counter – inhibitors of recombinant GSTO1, primary screen, counter-screen for RBBP9 inhibitor project, biochemical, fluorescence polarization | inhibition, % at 5.96 µM | activity-based probe fluorescence polarization | hit rate 1.1% among 300,000;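 active = inhibition above the campaign mean inhibition plus 3 SD, cut at about 35% in these data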;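 also: 0% = GSTO1-1 with DMSO and 100% = wells lacking GSTO1-1 enzyme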
Target sequence (P78417 whole entry, looked up): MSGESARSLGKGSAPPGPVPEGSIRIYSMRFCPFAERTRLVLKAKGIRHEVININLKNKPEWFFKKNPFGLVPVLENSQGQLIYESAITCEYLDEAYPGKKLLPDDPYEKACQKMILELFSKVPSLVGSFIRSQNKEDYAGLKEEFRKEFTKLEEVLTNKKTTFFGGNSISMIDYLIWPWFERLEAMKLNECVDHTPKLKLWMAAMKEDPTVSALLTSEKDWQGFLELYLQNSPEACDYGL
Bcl-xL primary – inhibitors of human Bcl-xL, primary screen, biochemical, fluorescence polarization, HTS | Bcl-2-like protein 1 (Homo sapiens), Q07817 | GST-Bcl-xL / FITC-Bim BH3 peptide fluorescence polarization | inhibition, % at 10.9 µM | hit rate 0.7% among 320,000 | AID 2129, 2009;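 active = inhibition above the mean of all tested compounds plus 3 SD, cutoff set per campaign, cut at about 30% in these data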;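 also: 0% = DMSO wells and 100% = unlabeled Bim-BH3 peptide competitor; inhibitors lower millipolarization by displacing the labeled peptide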
Target sequence (Q07817 whole entry, looked up): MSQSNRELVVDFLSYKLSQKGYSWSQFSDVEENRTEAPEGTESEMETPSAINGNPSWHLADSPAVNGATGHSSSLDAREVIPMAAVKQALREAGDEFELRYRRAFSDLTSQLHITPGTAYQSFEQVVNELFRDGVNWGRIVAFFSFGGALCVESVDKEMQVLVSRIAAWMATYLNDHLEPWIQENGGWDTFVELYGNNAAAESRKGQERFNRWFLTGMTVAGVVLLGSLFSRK
Fam108B inh – mouse Fam108B serine hydrolase inhibitors, primary screen, counter-screen for RBBP9 inhibitor project, biochemical, fluorescence polarization; recombinant Fam108B, FP-Rh probe fluorescence polarization; inhibition, % at 9.51 µM; hit rate 0.33% among 300,000; AID 1947, 2009;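 active = inhibition above the screen mean inhibition plus 3 SD, computed separately per campaign, cut at about 18% in these data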;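 also: inhibitors lower polarization as less probe binds the enzyme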
MCL1 BIM primary – inhibitors of MCL1 binding to BIM-BH3, primary screen, biochemical, fluorescence polarization. Induced myeloid leukemia cell differentiation protein Mcl-1 (Homo sapiens), Q07820. GST-MCL1 / FITC-Bim-BH3 fluorescence polarization. inhibition, % at 10.9 µM. hit rate 0.68% among 320,000. AID 2057, 2009;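 active = inhibition above the mean inhibition of all tested compounds plus 3 SD, set per campaign, cut at about 40% in these data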;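 also: 0% = DMSO wells and 100% = unlabeled Bim-BH3 peptide control; higher means more loss of mP so more displacement of Bim peptide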
GLD-1 TGE inh – GLD-1/TGE RNA complex disruptors, primary screen, biochemical, fluorescence polarization; AID 2280, 2010; inhibition, % at 5.96 µM; hit rate 0.44% among 320,000; Female germline-specific tumor suppressor gld-1 (Caenorhabditis elegans), Q17339; purified GLD-1 + fluorescein TGE RNA;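 active = percent inhibition above a per-plate cutoff, the plate mean of test compounds plus 3 SD, cut at about 30% in these data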;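 also: 0% = DMSO wells with GLD-1 and probe and 100% = wells lacking GLD-1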
Target sequence (Q17339 whole entry, looked up): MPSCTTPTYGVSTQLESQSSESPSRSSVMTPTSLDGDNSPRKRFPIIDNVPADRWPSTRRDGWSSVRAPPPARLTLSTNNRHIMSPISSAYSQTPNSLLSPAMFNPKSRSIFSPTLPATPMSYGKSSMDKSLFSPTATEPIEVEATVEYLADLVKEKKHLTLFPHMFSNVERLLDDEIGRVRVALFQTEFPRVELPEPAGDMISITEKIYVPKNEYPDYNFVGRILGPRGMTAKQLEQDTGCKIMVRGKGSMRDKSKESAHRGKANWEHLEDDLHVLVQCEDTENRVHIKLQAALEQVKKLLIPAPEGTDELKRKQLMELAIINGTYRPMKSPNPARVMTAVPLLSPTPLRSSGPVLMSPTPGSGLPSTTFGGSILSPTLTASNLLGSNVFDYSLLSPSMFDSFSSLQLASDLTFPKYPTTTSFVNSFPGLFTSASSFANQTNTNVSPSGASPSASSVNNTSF
PAD4 FP inh – human PAD4 inhibitors, primary screen, biochemical, fluorescence polarization, 1536-well format | recombinant PAD4, RCA probe fluorescence polarization | inhibition, % at 6.36 µM | Protein-arginine deiminase type-4 (Homo sapiens), Q9UM07 | hit rate 0.41% among 330,000;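 active = percent inhibition above a cutoff equal to the mean of all tested compounds plus 3 SD, cut at about 15% in these data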;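 also: 0% = PAD4 with RCA probe and DMSO and 100% = probe without PAD4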
TPT1 inhibitor – Candida albicans TPT1 enzyme inhibitors, primary screen, biochemical, fluorescence polarization | tRNA 2'-phosphotransferase TPT1 (Candida albicans SC5314) | recombinant caTPT1, FP RNA substrate dephosphorylation | inhibition, % at 5 µM | hit rate 0.81% among 300,000 | AID 1962, 2009;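 active = inhibition above the mean of all tested compounds plus 3 SD, set per screening campaign, cut at about 24% in these data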;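 also: plate controls were DMSO alone for no effect and ferristatin control at 100 nM for full effect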
PME-1 primary – PME-1 inhibitors via competitive probe labeling, primary screen, biochemical, fluorescence polarization, FP-Rh probe, HTS; recombinant PME-1; inhibition, % at 5.9 µM; hit rate 0.53% among 320,000;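 active = inhibition above the campaign mean of all compounds plus 3 SD, cut at about 26% in these data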;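 also: competitive labeling of PME-1 active site by serine hydrolase directed probe; 0% = PME-1 with DMSO and 100% = wells lacking PME-1 enzyme; inhibitors block probe labeling so polarization falls and inhibition rises; many of its hits are not listed in these tables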
The depositor's hits bear a star; ? = inconclusive; / = not tested or not shown. The list is partial. The share of hits here may be higher or lower than overall.

SMILES	MEX-5 binding	GSTO1 counter	Bcl-xL primary	Fam108B inh	MCL1 BIM primary	GLD-1 TGE inh	PAD4 FP inh	TPT1 inhibitor	PME-1 primary
O=C(NCc1ccccc1Cl)C1CCCN1C(=O)NCc1ccccc1 (stereo not drawn)	-1.2	6	2	1	8	3	0	-3	-2
CC1CN(C(=O)Cn2cc(SCC(=O)N3CCOCC3)c3ccccc32)CC(C)O1 (stereo not drawn)	-0.3	-2	1	4	0	3	2	1	0
O=C(OCn1nnc2ccccc2c1=O)c1ccc(S(=O)(=O)N2CCOCC2)cc1	0.1	1	5	6	-2	-2	-2	0	-8
Cc1cc(C)c(S(=O)(=O)NCC2CCC(C(=O)NCCCN3CCC(C)CC3)CC2)c(C)c1 (stereo not drawn)	2.5	-5	2	-1	2	-25	-2	3	-4
CCC(c1nnnn1CCC(C)C)N1CCC(C(N)=O)CC1 (stereo not drawn)	1.0	8	5	-3	5	-3	0	2	-4
COc1ccc(C(=O)Nc2ccccc2NC(=O)c2ccco2)c(OC)c1	0.1	-2	4	-1	-2	-6	-12	0	-2
CC(OC(=O)c1ccc2ncsc2c1)C(=O)NCc1ccccc1 (stereo not drawn)	-1.8	-1	2	-2	-1	4	2	1	0
COc1ccc(OCc2cc(C(=O)NCc3cccc(C)n3)no2)c(Cl)c1	1.0	6	1	-2	-4	6	0	3	1
CCCc1cc(NCCCCO)n2c(nc3ccccc32)c1C#N	0.2	-16	4	5	6	2	3	2	2
O=C(O)CCCCN1C(=O)/C(=C\c2ccc(OCc3ccccc3)c(OCc3ccccc3)c2)SC1=S	-8.2	2	4	1	9	3	-6	2	-3
COc1cccc(C(c2sc3nc(C)nn3c2O)N2CCN(C(=O)c3ccco3)CC2)c1 (stereo not drawn)	1.6	7	3	0	1	4	1	0	4
NC(=O)[C@H](Cc1cc2ccccc2s1)NC(=O)[C@@H]1CC2(CC(c3cccc(NC(=O)[C@@H]4CCC(=O)N4)c3)=NO2)CN1C(=O)c1ccccc1 (stereo partly drawn)	1.3	-3	7	2	14	1	-2	-2	-2
COc1ccc(OCC(=O)NCCNC(=O)c2cccnc2)cc1	0.0	1	0	-4	2	9	6	1	-7
O=C1CC(C2CCCO2)C(=O)N1Cc1ccccc1 (stereo not drawn)	-0.1	7	7	11	-2	-2	-1	-5	1
CCOc1ccc2c(c1)OC(c1ccc(C)cc1)(C(F)(F)F)NC2=O (stereo not drawn)	0.0	0	5	6	-1	-3	-6	-1	0
COc1cc2nc(CC(C)C)n(NC(=O)c3ccccc3)c(=O)c2cc1OC	-1.0	3	1	0	3	6	1	2	5
Cc1ccc(NC(=O)CSc2ccccc2NC(=O)c2cccc(Cl)c2)cc1Cl	-0.9	-4	1	-6	5	2	1	2	-3
COc1ccc(CCNS(=O)(=O)c2cn(C)cn2)cc1OC	-2.0	4	-4	1	-3	3	2	0	-5
Cc1ccc(COC(=O)NCc2cccnc2)cc1	0.1	0	-1	2	1	-1	0	2	-4
Cc1ccc(OCC(=O)Nc2ccon2)c([N+](=O)[O-])c1	-0.7	1	-1	-1	-2	1	-3	1	4
Cc1cc(C)n(-c2nnc(C)n2/N=C/c2ccccc2OCc2ccccc2Cl)n1	-1.8	4	2	2	-2	0	-2	-3	1
O=C(OCC(=O)N1CCN(C(=O)c2ccco2)CC1)c1ccccc1OCc1ccccc1	-1.8	8	-2	1	3	0	0	-2	4
O=C(Nc1ccncc1)C1CCCN(S(=O)(=O)c2cccc3cccnc23)C1 (stereo not drawn)	-1.1	-2	1	4	-1	2	-3	-1	-3
COc1cccc(CNC(=O)CCCN2C(=O)C(c3ccccc3)Oc3cccnc32)c1OC (stereo not drawn)	-1.3	-3	4	0	2	1	1	2	0

Reformatted with bars between the fields: two of the compounds above.
SMILES | MEX-5 binding | GSTO1 counter | Bcl-xL primary | Fam108B inh | MCL1 BIM primary | GLD-1 TGE inh | PAD4 FP inh | TPT1 inhibitor | PME-1 primary
O=C(OCC(=O)N1CCN(C(=O)c2ccco2)CC1)c1ccccc1OCc1ccccc1 | -1.8 | 8 | -2 | 1 | 3 | 0 | 0 | -2 | 4
COc1ccc(CCNS(=O)(=O)c2cn(C)cn2)cc1OC | -2.0 | 4 | -4 | 1 | -3 | 3 | 2 | 0 | -5

Later entries:
SMILES	MEX-5 binding	GSTO1 counter	Bcl-xL primary	Fam108B inh	MCL1 BIM primary	GLD-1 TGE inh	PAD4 FP inh	TPT1 inhibitor	PME-1 primary
O=C(CN1C(=O)NC2(CCCc3ccccc32)C1=O)Nc1cccc(S(=O)(=O)N2CCCCC2)c1 (stereo not drawn)	-2.5	-5	7	4	-3	-1	3	-3	4
CCCCN1Cc2c(nc3cc(-c4ccccc4)[nH]n3c2=O)C1=O	-1.5	-10	-4	1	-1	3	-3	0	-2
O=C(N/N=C/c1c[nH]c2ccccc12)c1ccc2c(c1)OCCO2	-4.4	3	-2	3	0	9	0	-1	11
Cc1ccc(NC(=O)COc2ccccc2)cc1S(=O)(=O)N1CCCCCC1	0.4	-5	-1	-5	-4	7	-1	-2	1
CN(NC(=O)Nc1ccc(Cl)cc1)c1c(Cl)c(Cl)nn1C	-2.7	2	6	-1	-2	0	-7	-1	1
C=CCSc1nc2c(c(=N)n1CC=C)C1CCCC1S2 (stereo not drawn)	-0.1	4	-2	2	-5	4	2	-2	-2
Cc1cc(C)c(C(N)=O)c(Cl)n1	0.0	4	4	4	1	1	-2	1	2
O=C(O)CN1C(=O)C2C3C=CC(C2C1=O)C1C(=O)N(CC(=O)O)C(=O)C31 (stereo not drawn)	1.2	-3	1	7	-3	-3	1	-1	3
O=C1COCCOCCOCC(=O)NCCN1	3.3	-11	4	-1	5	-7	-2	-1	2
COC(=O)[C@H](CCSC)NC(=O)Nc1ccc(OC)c(Cl)c1	-1.1	0	4	-1	-3	0	-1	5	-4
S=C(NCCc1cnc[nH]1)NC1CCCC1	3.3	2	4	-4	3	4	-4	-4	0
COc1ccccc1N1CCN(S(=O)(=O)CCNC(=O)c2cc(=O)c3ccccc3o2)CC1	-4.0	8	11	-1	3	6	-5	1	-6
Cc1cccc(OCC(=O)O/N=C(\N)c2ccncc2)c1	0.1	-1	-2	-2	-8	14	2	-2	-3
COc1ccc(-c2c(C)c3ccc(OCC(C)=O)cc3oc2=O)cc1	-0.8	5	0	-5	-4	6	-5	-4	-3
COc1ccc(-c2nn(-c3ccccc3F)cc2CNCCn2nc(C)cc2C)cc1	2.9	8	6	2	10	-1	0	-1	-1
COc1ccc(NC(=O)CN(C)CC(=O)NC(=O)NC2CCCCC2)cc1	/	/	7	/	8	3	2	/	-3
Cc1cc(NC(=O)CCC(=O)N(c2cccnc2)C(C(=O)NC2CCCC2)c2ccccc2F)no1 (stereo not drawn)	3.5	2	6	-2	4	4	1	-4	-2
Cc1cccc(NC(=O)c2cc(C)nc3ccccc23)c1	-0.7	-1	3	5	3	1	6	3	3
C[C@H](NS(=O)(=O)c1ccc2c(c1)OCCCO2)C(=O)N1CCN(Cc2ccc(C#N)cc2)CC1	/	/	3	/	2	7	-5	/	-2
COc1ccc2c(c1)c(/C=C/c1cc[n+](C)cc1)cn2C	?	-3	-31	-8	-72	58*	1	72*	-2
CCC(=O)N1Cc2ccccc2-c2ccccc2C1=O	0.6	10	3	3	-4	4	4	3	2
Cc1c(O)c(CN2CCCC2)cc2c3c(c(=O)oc12)CCC3	-2.7	5	7	-1	12	-4	-5	10	-1
CN(Cc1ccccc1)S(=O)(=O)c1ccc(OCC(=O)N2CCC(C(N)=O)CC2)cc1	-0.8	11	2	-3	3	2	-2	-5	2
COc1ccccc1NC(=S)NCc1ccc(F)cc1	0.8	-8	0	2	8	7	1	-2	1
COc1ccc([N+](=O)[O-])cc1NC(=O)C(C)OC(=O)C1c2ccccc2Oc2ccccc21 (stereo not drawn)	0.7	4	0	-6	0	-1	-3	-1	2
C=CCn1c2ccccc2c2nnc(SCC(=O)Nc3cc(C)on3)nc21	-4.0	14	2	1	1	6	-4	-4	5
Cc1cccc(N2CCN(C(=O)c3ccc4nc(-c5ccco5)c(-c5ccco5)nc4c3)CC2C)c1 (stereo not drawn)	0.5	12	13	7	8	15	-1	1	-5
COc1ccc(S(=O)(=O)N2CCOC23CCN(C(=O)c2ccc(Cl)cc2Cl)CC3)cc1	0.6	4	1	0	-3	-4	-4	0	3
N#Cc1ccc(Oc2nc(Nc3ccc(F)cc3)nc(N3CCCC3)n2)cc1	0.6	3	1	-2	-4	4	4	-4	3
CC(=O)Nc1cccc(OCC(=O)NS(=O)(=O)c2ccc(C)cc2)c1	-1.5	10	0	2	1	5	-4	2	2
Cc1cc(=O)n2nc(N3CCC(C(=O)NCc4ccco4)CC3)sc2n1	/	3	3	2	4	-2	0	0	1
CCOC(=O)N/N=C\c1ccc([N+](=O)[O-])s1	-0.3	19	-2	-1	1	-5	-1	2	5
Cc1csc(N(C)C(=O)CSc2nnc(COc3cccc4ccccc34)o2)n1	-3.0	21	-13	-12	-13	9	-1	3	-5
CC(=O)n1c(-c2ccccc2)c(CO)c2ccccc21	1.7	12	5	-2	-2	-3	-2	-2	-1

Profiles, quoted from the list.
C=CCn1c2ccccc2c2nnc(SCC(=O)Nc3cc(C)on3)nc21 is listed with MEX-5 binding: -4.0; GSTO1 counter: 14; Bcl-xL primary: 2; Fam108B inh: 1; MCL1 BIM primary: 1; GLD-1 TGE inh: 6; PAD4 FP inh: -4; TPT1 inhibitor: -4; PME-1 primary: 5
Cc1cc(=O)n2nc(N3CCC(C(=O)NCc4ccco4)CC3)sc2n1 is listed with MEX-5 binding: /; GSTO1 counter: 3; Bcl-xL primary: 3; Fam108B inh: 2; MCL1 BIM primary: 4; GLD-1 TGE inh: -2; PAD4 FP inh: 0; TPT1 inhibitor: 0; PME-1 primary: 1
Cc1csc(N(C)C(=O)CSc2nnc(COc3cccc4ccccc34)o2)n1 is listed with MEX-5 binding: -3.0; GSTO1 counter: 21; Bcl-xL primary: -13; Fam108B inh: -12; MCL1 BIM primary: -13; GLD-1 TGE inh: 9; PAD4 FP inh: -1; TPT1 inhibitor: 3; PME-1 primary: -5

2 of the compounds above, bar-delimited:
canonical_smiles | MEX-5 binding | GSTO1 counter | Bcl-xL primary | Fam108B inh | MCL1 BIM primary | GLD-1 TGE inh | PAD4 FP inh | TPT1 inhibitor | PME-1 primary
COc1ccc([N+](=O)[O-])cc1NC(=O)C(C)OC(=O)C1c2ccccc2Oc2ccccc21 (stereo not drawn) | 0.7 | 4 | 0 | -6 | 0 | -1 | -3 | -1 | 2
C=CCn1c2ccccc2c2nnc(SCC(=O)Nc3cc(C)on3)nc21 | -4.0 | 14 | 2 | 1 | 1 | 6 | -4 | -4 | 5
